Kir21 inh: inhibitors of mouse Kir2.1 inward-rectifier potassium channel; Inward rectifier potassium channel 2 (Mus musculus), P35561; HEK293-Kir2.1, FluxOR thallium flux fluorescence; active compounds read low; B-score at 10 µM; hit rate 0.85% among 310,000; AID 1672, 2009;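 active means fluorescence ratio B-score at or below minus 3 SD of library scores, with starting-brightness B-score within 2 SD, cut at about -4.2 in these data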;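 further: channel flux triggered by added potassium and thallium sulfate stimulus; B-score of peak minus minimum fluorescence over baseline after thallium stimulus; more negative B-score means stronger Kir2.1 block with less thallium influx; some compounds called inactive have numbers as strong as hits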
Target sequence (P35561 whole entry, looked up): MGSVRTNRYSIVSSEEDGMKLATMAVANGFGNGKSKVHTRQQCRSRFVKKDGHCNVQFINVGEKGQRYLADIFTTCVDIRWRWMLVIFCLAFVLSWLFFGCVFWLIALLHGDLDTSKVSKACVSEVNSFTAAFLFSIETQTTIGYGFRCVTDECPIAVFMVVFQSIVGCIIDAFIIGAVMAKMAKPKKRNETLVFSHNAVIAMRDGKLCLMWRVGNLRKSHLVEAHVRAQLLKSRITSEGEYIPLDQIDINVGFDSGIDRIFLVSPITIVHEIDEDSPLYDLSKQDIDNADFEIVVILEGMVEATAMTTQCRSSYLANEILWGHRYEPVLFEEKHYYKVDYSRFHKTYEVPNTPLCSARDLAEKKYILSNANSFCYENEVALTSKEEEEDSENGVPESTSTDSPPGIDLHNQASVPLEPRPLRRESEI
CHT block: inhibitors of human choline transporter CHT; B-score at 10 µM; High affinity choline transporter 1 (Homo sapiens), Q9GZV3; hit rate 0.86% among 310,000; CHT-expressing cells, membrane potential dye, choline response; active compounds read low;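 active means B-score over 3 SD under the library average, and starting fluorescence ratio not unusually high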;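 further: choline stimulus applied at its EC90 after an EC20 pre-addition; B-score computed on integrated fluorescence ratio after choline addition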
Target sequence (Q9GZV3 whole entry, looked up): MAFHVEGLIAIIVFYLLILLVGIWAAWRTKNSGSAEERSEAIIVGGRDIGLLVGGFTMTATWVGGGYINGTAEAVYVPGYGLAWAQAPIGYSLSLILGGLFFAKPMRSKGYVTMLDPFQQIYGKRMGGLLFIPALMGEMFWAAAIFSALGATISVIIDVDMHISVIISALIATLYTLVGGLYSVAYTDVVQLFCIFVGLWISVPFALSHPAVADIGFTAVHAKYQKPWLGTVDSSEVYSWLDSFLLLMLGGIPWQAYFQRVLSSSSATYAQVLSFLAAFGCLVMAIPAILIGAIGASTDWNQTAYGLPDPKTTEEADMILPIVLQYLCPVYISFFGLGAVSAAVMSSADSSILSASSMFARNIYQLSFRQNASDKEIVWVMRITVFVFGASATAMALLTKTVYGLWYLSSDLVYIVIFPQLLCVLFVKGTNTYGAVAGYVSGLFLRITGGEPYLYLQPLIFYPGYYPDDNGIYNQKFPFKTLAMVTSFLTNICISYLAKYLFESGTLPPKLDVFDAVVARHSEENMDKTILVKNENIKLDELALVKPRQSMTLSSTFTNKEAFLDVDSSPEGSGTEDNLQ
Active calls of the source: *; i = inactive; nt = not tested or not shown.

Results follow in this order: Kir21 inh	CHT block
- COCCOC(=O)C1=C(C)Nc2nc(C)nn2C1c1ccccc1 (stereo unspecified)
 : 0.33	i
- COCCNS(=O)(=O)c1cccc2cccnc12
 : -0.85	i
- O=C(c1ccccc1)N1N=C(c2ccccc2)CC1c1ccccc1 (stereo unspecified)
 : 2.1	i
- O=C(CN1CCCC1)Nc1ccc(OC(F)(F)F)cc1
 : -1.6	i
- O=C(CSc1nc2ccccc2c(=O)n1CCCN1CCOCC1)c1c[nH]c2ccccc12
 : 1.6	i
- CCCCOCCCNC(=O)N[C@H](C(=O)O)C(C)CC (stereo partly specified)
 : 1.5	i
- O=C(NCc1cccnc1)c1ccc(NS(=O)(=O)c2ccccc2)cc1
 : -1.1	i
- Cc1cc(C(=O)CCC(=O)N2CCN(c3ccccc3)CC2)c(C)s1
 : 0	i
- Cc1ccc(S(=O)(=O)CCC(=O)NCCN2C(=O)S/C(=C\c3ccccc3)C2=O)cc1
 : 0.18	i
- COc1cc(-c2n[nH]c(=S)n2Cc2ccccc2)cc(OC)c1OC
 : -0.96	i
- Cc1c(Cl)cccc1Nc1ccccc1C(=O)O
 : -0.78	i
- CCOc1c(Br)cc(CNc2ccc(N3CCN(C(C)=O)CC3)cc2)cc1OC
 : 1.5	i
- COc1ccc(C2CC(=O)C3=C(C2)NC(C)=C(C(=O)Nc2ccccc2C)C3c2coc3ccc(C)cc3c2=O)cc1OC (stereo unspecified)
 : nt	i
- Cc1ccc[n+](C(C)C(=O)Nc2ccc(C)c(C)c2)c1 (stereo unspecified)
 : 0.8	i
- CCOC(=O)c1ccc(NS(=O)(=O)c2c(N)[nH]c(=O)[nH]c2=O)cc1
 : 2.2	i
- COCCNC(=S)NC1CC2CCC(C1)N2Cc1ccccc1 (stereo unspecified)
 : -0.17	i
- CCOP(=O)(OCC)c1nc(-c2ccc(Br)cc2)oc1N1CCCCC1
 : -2.2	i
- Clc1ccc(Nc2ccccc2)nn1
 : -0.71	i
- COC(=O)c1ccc(C(=O)OC)c(NC(=S)N2CC(C)CC(C)C2)c1 (stereo unspecified)
 : 0.8	i
- O=C(CN1CCN(c2ccc(Cl)cc2[N+](=O)[O-])CC1)N1CCOCC1
 : 2	i
- COc1cc(OC)cc(C(=O)N2CCN(c3ccccn3)CC2)c1
 : 0.71	i
- COc1ccc(NC(=S)NCc2ccccn2)cc1OC
 : 1.9	i
- CCc1nnc(NC(=O)C2CCCN(S(=O)(=O)c3ccc(OC)cc3)C2)s1 (stereo unspecified)
 : 2.6	i
- Cc1ccc(CS(=O)(=O)c2cn(CC(=O)N3CCOCC3)c3ccccc23)cc1
 : 0.07	i
- O=C(/C=C/c1ccc(Br)cc1)c1ccco1
 : -0.99	i
- COC(=O)c1c(N=CN(C)C)c(C#N)c2n1CCCC2
 : -2.5	i
- O=C(Nn1c(-c2ccc(Br)cc2)nc2ccccc2c1=O)c1cccnc1
 : -0.11	i
- O=C(CN(Cc1ccccc1)C(=O)CCC(=O)Nc1ccccn1)NCc1ccco1
 : -0.09	i
- O=C(CCNS(=O)(=O)c1ccc(Br)s1)NCc1ccccc1
 : -0.06	i
- COc1cc(CC(=O)Nc2ccc(S(=O)(=O)Nc3ncccn3)cc2)cc(OC)c1OC
 : -1.2	i
- O=C(CSc1nccc(=O)[nH]1)Nc1ccc(F)c([N+](=O)[O-])c1
 : -0.93	i
- O=C(O)C1CCCN1C(=O)OCc1ccccc1 (stereo unspecified)
 : -0.06	i
- Cc1ccccc1-c1nc(CS(=O)(=O)CC(=O)NC2CCCC2)c(C)o1
 : -0.23	i
- O=C(NN1C(=O)C2C3c4ccccc4C(c4ccccc43)[C@@H]2C1=O)c1ccccc1 (stereo partly specified)
 : -0.57	i
- CCN1C(=O)N[C@@H](c2cccc(C(F)(F)F)c2)[C@H](C(=O)OC)[C@H]1C
 : 0.58	i
- COc1ccccc1NC(=O)NNC(=O)c1ccc2ccccc2c1
 : 0.27	i
- O=C(NCc1ccco1)c1ccc(Cn2c(=S)[nH]c3ccccc3c2=O)cc1
 : -0.28	i
- O=C(CC1SC(N2CCCC2)=NC1=O)Nc1ccc(C(=O)Nc2ccccc2)cc1 (stereo unspecified)
 : 2.4	i
- O=C(NCC1CCCN1S(=O)(=O)c1cccs1)c1ccc(F)cc1 (stereo unspecified)
 : -0.04	i
- CCCCn1nc(C(=O)Nc2cc(S(=O)(=O)N(C)C)ccc2C)c2ccccc2c1=O
 : -1.8	i
- COc1cnc(-c2ccccn2)nc1Oc1c(C)cccc1C
 : -0.42	i
- Cc1cccc(C(=O)NC(NCc2ccco2)C(Cl)(Cl)Cl)c1 (stereo unspecified)
 : -1.4	i
- CCn1c(COc2ccc(C(C)C)cc2)nnc1SCC(=O)Nc1nccs1
 : 0.99	i
- Cc1oc(-c2cccs2)nc1CSCC(=O)NC1CC1
 : -0.16	i
- c1ccc(-c2csc(Nc3ccc4c(c3)OCCO4)n2)cc1
 : -0.93	i
- COc1ccc2c(C)c(Cc3ccccc3)c(=O)oc2c1OC
 : -0.34	i
- CN(C)CCCNC(=O)CCc1ncc(C(F)(F)F)cc1Cl
 : 0.36	i
- CC(=O)Nc1ccc(-c2ccc(NC(C)=O)cc2)cc1
 : -0.38	i
- Cc1ccccc1C(=O)Nc1nc2n(n1)C(c1ccccc1)CC(=O)N2 (stereo unspecified)
 : 0.57	i
- COC(=O)c1sc2nc(N3CCCCC3)c3c(c2c1N)CCCC3
 : -0.67	i

(continued)
Results follow in this order: Kir21 inh	CHT block
- Cc1noc(N)c1C(=O)Nc1ccccc1F
 : 1.4	i
- COc1cc(NS(=O)(=O)c2ccc(NC(=O)c3ccco3)cc2)nc(OC)n1
 : 0.85	i
- O=C(CN1C(=O)c2ccccc2C1=O)NN1C(=O)c2ccccc2C1=O
 : 1.2	i
- O=C(CN1C(=O)NC2(CCCCCC2)C1=O)N1CCN(S(=O)(=O)c2ccccc2)CC1
 : 1.1	i
- COc1ccc(NC(=O)CCNC(=O)C2CCN(S(=O)(=O)c3ccc(OC)cc3)CC2)cc1
 : 0.49	i
- CCOC(=O)N1CCN(c2nc3ccccc3nc2C(C#N)C(=O)NCCc2ccccc2)CC1 (stereo unspecified)
 : 0.38	i
- N#Cc1cc2c(nc1SCC(=O)N1CCCCC1)CCCCC2
 : -0.37	i
- CCOc1ccc(Oc2c(/C=N/NC(=O)C3CC3)c(C)nn2-c2ccccc2)cc1
 : 0	i
- Cc1ccc(C(=O)NCCc2nnc(SCC(=O)Nc3nc(-c4ccccc4)cs3)n2C)cc1
 : 0.26	i
- CC(=O)Nc1ccc2c(c1)CCC2=O
 : -0.28	i
- N#Cc1c(-c2ccco2)cc(-c2ccc(F)cc2)nc1N
 : 2	i
- COc1ccccc1CNC(=O)[C@H](NC(=O)C1CCN(C(=O)[C@@H](N)CCSC)CC1)C(C)C
 : 1.3	i
- CCOc1ccc(NCc2cccn2-c2nnc(N3CCC(C(=O)NCCCN4CC(C)CC(C)C4)CC3)s2)cc1 (stereo unspecified)
 : 0.99	i
- CCOC(=O)c1ccc(N=Cc2c(O)c3ccccc3oc2=O)cc1
 : 0.02	i
- CCc1nc2ccccc2c(C(=O)OC2CCCCC2=O)c1C (stereo unspecified)
 : -1.4	i
- O=C(CC(n1cncn1)C(Cl)(Cl)Cl)c1ccc([N+](=O)[O-])cc1 (stereo unspecified)
 : -0.08	i
- Cc1cccc(N(CC(=O)NC2CCCC2)C(=O)CCC(=O)Nc2nc(C)cs2)c1
 : 1.6	i
- O=C(CCc1nc(-c2ccccc2)no1)NCc1ccco1
 : -0.41	i
- CN1C(=O)/C(=C/c2ccc(OCc3ccccc3F)cc2)N(C)C1=S
 : 0.3	i
- CN(c1cccc(NC(=O)c2ccc(C(C)(C)C)cc2)c1)S(C)(=O)=O
 : -0.52	i

Compound profiles (already shown):
Profile of `CN1C(=O)/C(=C/c2ccc(OCc3ccccc3F)cc2)N(C)C1=S` → Kir21 inh = 0.3; CHT block = i
Profile of `O=C(CCc1nc(-c2ccccc2)no1)NCc1ccco1` → Kir21 inh = -0.41; CHT block = i

New compounds follow
Results follow in this order: Kir21 inh	CHT block
- CCOC(=O)c1c(C)nc2c(c1-c1cc(OC)c(OC)c(OC)c1)C(=O)c1ccccc1-2
 : -0.93	i
- CCn1c(C(=O)N2CCC(Cc3ccccc3)CC2)cc2sccc21
 : -0.03	i
- COc1ccc(S(=O)(=O)N2CCCC2C(=O)Nn2cnnc2)cc1 (stereo unspecified)
 : 0.12	i
- O=C(CCNS(=O)(=O)c1c(Cl)cccc1Cl)OCC(=O)c1ccccc1F
 : 0	i
- NC(=O)c1ccccc1NC(=O)c1ccccc1F
 : 0.3	i
- O=C1CCC(C(=O)OCC(=O)c2c[nH]c3ccccc23)=NN1
 : 1.8	i
- CCCc1cc2c(cc1NC(=O)c1ccccc1C)OCO2
 : -2.1	i
- CCn1c(=O)cc(SCC(=O)N2CCN(c3ccccn3)CC2)c2ccccc21
 : -0.84	nt
- O=S(=O)(NCC(c1ccccc1)N1CCC(O)CC1)c1ccc(Cl)cc1 (stereo unspecified)
 : 1	i
- Cc1ccc(-c2ccc(=O)n(CCC(=O)N3CCN(c4ccccc4)CC3)n2)cc1
 : -1.6	i
- Cc1cc2cc(C(c3nnnn3C3CCCC3)N(Cc3cccnc3)Cc3ccco3)c(=O)[nH]c2cc1C (stereo unspecified)
 : 0.38	i
- CCCC(C)C(=O)Nc1ccc(NC(C)=O)cc1 (stereo unspecified)
 : 0.1	i
- Cc1ccc(C)c(-n2c(-c3csc(C)c3C)n[nH]c2=S)c1
 : 0.35	i
- CCOc1ccc(C(=O)Nc2nnc(C)s2)cc1OCC
 : 0.85	i
- Cc1csc(NC(=O)Cc2c[nH]c3ccccc23)n1
 : -0.83	i
- COc1cccc(C(=O)/C=C/Nc2ccc(S(=O)(=O)Nc3cccc(C(C)=O)c3)cc2)c1
 : 0	i
- COc1ccc(OC)c(N(CC(=O)Nc2cccnc2)S(=O)(=O)c2ccccc2)c1
 : 0.19	i
- CC1(C)C2([N+](=O)[O-])CN(CCO)CC1([N+](=O)[O-])CN(CCO)C2
 : -2.1	i
- CCN(C(=O)CSc1nc2ccccc2n1CCc1ccccc1)C1CCS(=O)(=O)C1 (stereo unspecified)
 : -0.11	i
- CC(Oc1ccc(-c2nnco2)cc1)C(=O)N1CCOCC1 (stereo unspecified)
 : 0.29	i
- CC1Cn2c(nnc2-c2cc3ccccc3cc2O)S1 (stereo unspecified)
 : 1.7	i
- COc1ccc(-n2cnc3cc(NCc4ccco4)ccc32)cc1
 : 0.01	i
- NC(Cc1c[nH]c2ccccc12)C(=O)NCc1ccccc1 (stereo unspecified)
 : -0.2	i
- O=C(C1CC(=O)N(C2CCCCC2)C1)N1CCN(c2cccc(C(F)(F)F)c2)CC1 (stereo unspecified)
 : -0.21	i
- C[C@H](NC(=O)C1CC(=O)N(c2ccc3c(c2)OCO3)C1)C(=O)NC1CCCCC1 (stereo partly specified)
 : 1.1	i
- Cc1cc(C)c(C#N)c(SCc2nnc(-c3ccccc3)o2)n1
 : -0.03	i
- Cc1oc(-c2ccc(-c3ccccc3)cc2)nc1CN1CCN(CC(=O)N(C)C)CC1
 : 0	i
- CN1CCN(C(=O)c2cc(=O)c3cc(Cl)cc(Cl)c3o2)CC1
 : 0.75	i
- COc1cccc(NC(=O)N2CCCC(C(=O)Nc3ccccc3OC)C2)c1 (stereo unspecified)
 : -0.32	i
- CCCCC(=O)Nc1ccc(N2CCN(c3ccc(F)cc3)CC2)cc1
 : -0.88	i
- Cc1cc(NC(=O)CCC(=O)N(CC(=O)NCC2CCCO2)Cc2ccc(F)cc2)no1 (stereo unspecified)
 : -0.01	i
- Cc1cccc(C)c1NC(=O)NC1(C(=O)NCc2ccncc2)CCCCC1
 : 0.51	i
- O=C(CSc1nc2cc(Cl)ccc2c(=O)n1Cc1ccco1)Nc1ccc(S(=O)(=O)N2CCOCC2)cc1
 : 0	i
- C/C(N)=C(/C#N)C(=O)CSc1nnc(Nc2ccccc2C)s1
 : -0.53	i
- C=CCCCN(Cc1ccccc1)S(=O)(=O)c1ccccc1Br
 : 0.91	i
- CC1(C)CC(=O)C2=C(C1)OC(N)=C(C#N)C2c1ccsc1 (stereo unspecified)
 : 1.4	i
- C=CCOc1ccc(/C=N/N2C(=O)C(CC(=O)Nc3ccc(F)cc3F)SC2=NC)cc1 (stereo unspecified)
 : 0.74	i
- COc1ccc(OCC(O)Cn2c(=N)n(CCN3CCOCC3)c3ccccc32)cc1 (stereo unspecified)
 : 1.5	i
- O=C(Cn1cc([N+](=O)[O-])cn1)N1CCCc2ccccc21
 : 0.12	i
- Cc1ccc2c(c1)cc1c(=O)n(CC(=O)N3CCCC3)nc(C)n12
 : 0.21	i
- CCc1ccc(N(CC(=O)N2CCOCC2)S(C)(=O)=O)cc1
 : 0.01	i
- CCOC(=O)[C@H]1[C@H]2COc3ccccc3[C@@H]2N2C(=O)c3ccc(Cl)cc3NC(=O)[C@@]12C
 : nt	i
- CCn1c(COc2ccc(OC)cc2)nnc1SCc1nc2ccccc2c(=O)[nH]1
 : -0.65	i
- C=COCCNC(=S)N1CCOCCOCCN(C(=S)NCCOC=C)CCOCCOCC1
 : -1.1	i

Quoted from the listing.
Kir21 inh, `COc1ccc2c(C)c(Cc3ccccc3)c(=O)oc2c1OC` → -0.34
Kir21 inh, `CCN1C(=O)N[C@@H](c2cccc(C(F)(F)F)c2)[C@H](C(=O)OC)[C@H]1C` → 0.58

Screens as filed in PubChem BioAssay.
